mcGAS inh = cyclic GMP-AMP synthase inhibitors, mouse, primary biochemical chemiluminescence | Q8C6L5 | recombinant cGAS, Kinase-Glo ATP depletion luminescence | inhibition, % at 12.5 µM | actives 0.15% (n = 160,000) | AID 1259399, 2018;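 also: 0% = negative control wells and 100% = reference inhibitor with no enzyme activity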
hcGAS inh = Primary biochemical luminescence assay for human cyclic GMP-AMP synthase inhibitors; recombinant h-cGAS, ATP depletion, Kinase-Glo luminescence; inhibition, % at 12.5 µM; actives 0.081% (n = 290,000); Q8N884;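 also: 0% = vehicle reaction and 100% = reaction without DNA for no activity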
Target sequence (Q8N884 whole entry, looked up): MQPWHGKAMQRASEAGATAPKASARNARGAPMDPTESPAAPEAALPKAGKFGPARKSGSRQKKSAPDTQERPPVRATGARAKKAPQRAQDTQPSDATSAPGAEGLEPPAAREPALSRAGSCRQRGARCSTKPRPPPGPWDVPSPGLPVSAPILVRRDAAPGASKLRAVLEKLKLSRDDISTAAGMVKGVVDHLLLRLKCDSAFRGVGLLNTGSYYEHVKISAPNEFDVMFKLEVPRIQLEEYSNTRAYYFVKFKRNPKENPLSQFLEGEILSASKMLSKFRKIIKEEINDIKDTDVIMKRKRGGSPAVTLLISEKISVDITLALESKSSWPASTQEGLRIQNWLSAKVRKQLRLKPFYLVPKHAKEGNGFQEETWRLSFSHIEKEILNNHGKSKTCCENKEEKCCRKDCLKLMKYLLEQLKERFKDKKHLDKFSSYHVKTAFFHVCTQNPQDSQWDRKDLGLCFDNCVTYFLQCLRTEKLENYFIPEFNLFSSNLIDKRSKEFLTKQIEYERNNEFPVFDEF
NPYLR7 ag = agonists of mosquito NPYLR7 receptor, primary screen, cell-based, Aedes aegypti, calcium fluorescence, mosquito biting behavior | Aedes aegypti neuropeptide Y-like receptor 7 (NPYLR7) | HEK293T NPYLR7/Galpha15, GCaMP6s calcium fluorescence | activation, % at 10 µM | actives 0.15% (n = 270,000) | AID 1259423, 2018; in the data active = activation above about 40%;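 also: 0% = vehicle and 100% = reference agonist at the receptor; some compounds past the cut are filed as inactive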
An asterisk follows results filed as active; · = no result given; & = joins results of further samples. Rule as the data show it, unless noted: active = inhibition above about 40%; inactive = the rest. An unsorted share of the library; overall some 0.29% were active at least once.

SMILES	mcGAS inh	hcGAS inh	NPYLR7 ag
N#Cc1nncn1CN1CCN(S(=O)(=O)c2ccc(Br)cc2Cl)CC1	·	-6	4
C=CCOc1ccc(CN(C)c2cc(=O)n3ccccc3n2)cc1	·	2	0
Cn1c(C(=O)NCc2nnc3n2CCC3)ccc1-c1ccc(F)cc1	15	14	0
Cn1ccc2c(cnc3nc(-c4cccnc4)nn32)c1=O	·	-8	4
O=C(NCc1ccccc1)N1CCN(Cc2ccc3c(c2)OCO3)CC1	·	5	-7
CCN1CCN(C(=O)c2ccc(Cn3c(C)c(C)sc3=NC(=O)c3ccccc3F)cc2)CC1	·	-16	4
CCOc1ccc(NC(=O)c2c(NC(=O)Cc3ccccc3)sc3c2CCC(C)C3)cc1 (stereo not given)	-8	-8	1
CC1C(C)S(=O)CCN1C(=O)NCc1csc(C(C)(C)C)n1 (stereo not given)	·	2	-3
Cc1cc(C)n(CC(C)NCc2cnc3c(C)cccn23)n1 (stereo not given)	·	-8	9
COc1ccc(C(=O)Nn2cnc3c(cnn3C(C)(C)C)c2=O)c(OC)c1	·	-15	2
CC(OC(=O)c1cc(=O)c2cc(F)ccc2o1)C(=O)Nc1ccnn1C(C)C (stereo not given)	·	1	4
Cc1cc(-n2c(C)cc(C(=O)CSc3nnnn3C3CC3)c2C)no1	·	-5	8
CC(C)c1cc(Br)c(NC(=O)N2CCC[C@H]2C(=O)N2CCC(C(=O)N3CCOCC3)CC2)c(Br)c1	-5	-1	5
N#CC(C#N)=C1C=C2C=C(N3CCCC3)CCC2CC1 (stereo not given)	-8	-10	90*
N#Cc1cccc(CN2C(=O)C3(SCCN3C(=O)c3ccco3)c3cc(F)ccc32)c1 (stereo not given)	-5	-5	18
CNC(=O)c1nn(CN(C)Cc2ccccc2)c(=O)c2ccccc12	·	-16	10
CCOC(=O)c1ccc(OC2CC3CCC(C2)N3C(=O)c2ccc(CSc3ccc(NC(C)=O)cc3)cc2)cc1 (stereo not given)	-2	-2	1
Cc1cc(-n2c(C)cc(C(=O)CSc3n[nH]c(-c4cccs4)n3)c2C)no1	·	-7	4
CCc1nc2ccc(C(=O)NCCN3CCOCC3)cn2c1N(C)C(=O)Nc1ccccc1OC	-2	-6	-3
CN(Cc1cn[nH]c1-c1ccc(F)cc1)C(=O)CCc1cccnc1	-7	-5	1
COc1cccc(-c2c(Nc3ccc(C)cc3C)oc3c2c(=O)n(C)c(=O)n3C)c1	-2	0	-1
CCCCN(S(C)(=O)=O)S(=O)(=O)c1ccc(OC)cc1	-6	-8	7
CCCc1nc(Nc2ccccc2)[nH]c(=O)c1Br	·	-2	-4
CCOC(=O)c1sc2nc(CN(Cc3ccco3)CC(O)CN3CCOCC3)[nH]c(=O)c2c1C (stereo not given)	-2	4	8
CC(=O)NCCn1ccnc1-c1cccc(OC2CCCC2)c1	·	-4	20
O=C(CSc1nc2ccccc2[nH]1)Nc1ccc(O)c(C(=O)O)c1	-2	1	-11
COc1cccc(CO[C@]2(C(=O)NCC3CCCO3)CC(OCc3cccc(F)c3F)[C@@H]3OC(C)(C)O[C@@H]3C2)c1 (stereo not given in full)	-6	-1	9
CC(C(=O)N(C)Cc1ccnc2ccccc12)n1cccc1 (stereo not given)	·	-4	22
O=c1oc2ccc(Cl)cc2cc1-c1nnc(-c2ccccc2)o1	-6	-6	2
COc1cccc(CN2CCNC(=O)C2CC(=O)NCCc2cccc(Cl)c2)c1OC (stereo not given)	·	2&2	-1&3
O=C(c1ccon1)N1CCCn2nc(C(=O)N3CCOCC3)cc2C1	·	-2	2
CCc1ccc(C(C)NC(=O)Nc2cccc(S(=O)(=O)N(C)C)c2)cc1 (stereo not given)	·	-7	9
Cc1nn(C)c(C)c1CCC(=O)N(C)Cc1cnn(-c2ccc(F)cc2)c1	·	-2	-2
Fc1ccccc1N1CCN(c2ncnc3[nH]ncc23)CC1	·	-5	8
CCOC(=O)C1=C(C)NC2=C(C(=O)CC(c3ccccc3)C2)C1c1cccc(OC)c1 (stereo not given)	-5	-5	-2
COc1ccc(-n2c(-c3ccccc3)cc(C(=O)NCCCN3CCCCC3C)c2C)cc1OC (stereo not given)	-5	-4	11
COCCN(CC1CCN(Cc2ccccc2F)CC1)C(=O)c1cc2cc(F)ccc2[nH]1	-9	-6	9
C=CCSc1nnc(NC(=O)c2ccc(CCCCC)cc2)s1	-4	-6	12
CNC(=O)c1cnc(/C=C/c2csc(-c3ccco3)n2)s1	-15	1	8
CCOC(=NC(C)CCCN(CC)CC)NC(=O)c1ccc(Cl)c(Cl)c1 (stereo not given)	-5	-6	-6
Cc1ccccc1SCC(=O)Nc1c(F)cccc1-n1cncn1	·	-4	0
O=C1CN(c2cccc3ccccc23)C(=O)CN1c1cccc2ccccc12	-4	-6	-4
CC(C)CCn1c(-c2nnc(C(C)C)o2)cc2ccccc21	-10	-3	2
CC1(c2ccc(Br)cc2)NC(=O)N(CC(=O)Nc2ccc(C(N)=O)cc2)C1=O (stereo not given)	·	-12	-3
CCCCn1c(O)c(C=C2C=Nc3ccccc32)c(=O)[nH]c1=O	6	0	6
Cc1cc(C)n(CC(C)NC(=O)c2cc(CN3CCC(O)CC3)on2)n1 (stereo not given)	·	-5	40
Cc1ccc(Cn2c(Sc3ncccn3)nc3c2c(=O)[nH]c(=O)n3C)cc1	·	-10	3
CCC[C@H]1CN(C2CCCC2)C[C@@H]1NC(=O)C1(Cn2ccnc2)CC1	-3	-3	·

Compound profiles, as listed above. Order of values: mcGAS inh, hcGAS inh, NPYLR7 ag
Shown for CCCCn1c(O)c(C=C2C=Nc3ccccc32)c(=O)[nH]c1=O → 6, 0, 6
Shown for C=CCSc1nnc(NC(=O)c2ccc(CCCCC)cc2)s1 → -4, -6, 12
Shown for CNC(=O)c1cnc(/C=C/c2csc(-c3ccco3)n2)s1 → -15, 1, 8
Shown for O=C1CN(c2cccc3ccccc23)C(=O)CN1c1cccc2ccccc12 → -4, -6, -4
Shown for Cc1ccc(Cn2c(Sc3ncccn3)nc3c2c(=O)[nH]c(=O)n3C)cc1 → ·, -10, 3

Other compounds:
SMILES	mcGAS inh	hcGAS inh	NPYLR7 ag
CCNc1cc(C)c(C)cc1-n1cnc(-c2ccc([N+](=O)[O-])cc2)c1	-3	4	-1
CCC(NC(=O)c1c(-c2ccccc2Cl)noc1C)C12CC3CC(CC(C3)C1)C2 (stereo not given)	-5	-5	1
COCCNC(=O)c1cccc(CSc2nc(C)c(C)c(N3CCN(c4cccc(C(F)(F)F)c4)CC3)n2)c1	-4	-5	-1
CCN(CC)C(=O)Oc1ccc2c(ccn2Cc2ccc(Cl)cc2)c1-c1cc(F)cc(F)c1	-7	-9	3
COc1ccccc1-c1cc(CNCC(=O)Nc2cccc(C)c2C)on1	-16	-4	7
Cc1c(CSc2nnc(N)s2)noc1-c1ccc(F)cc1	-7	-6	3
O=C(NC1CCCc2c1cnn2-c1ccc(F)cc1F)c1c(F)cccc1Cl (stereo not given)	·	-6	-6
Cc1cccc(-c2ccnc3nc(N4CCN(C(=O)C(Cl)Cl)CC4)nn23)c1	-7	-6	1
COc1cccc(CN(CC(O)COCc2ccco2)CC2CC(c3ccccc3F)=NO2)c1 (stereo not given)	-4	-6	-3
N#CC(C(=O)CCc1ccccc1F)c1nnc2n1CCCCC2 (stereo not given)	-17	-6	19
Cn1cc(C#N)c(=O)n(CC(=O)c2ccc(N3CCCC3=O)cc2)c1=O	·	11	10
O=S(=O)(NCc1ccco1)c1cccs1	·	-9	4

Filtered by structure, the entries above containing a cyano group.
SMILES	mcGAS inh	hcGAS inh	NPYLR7 ag
N#Cc1nncn1CN1CCN(S(=O)(=O)c2ccc(Br)cc2Cl)CC1	·	-6	4
N#CC(C#N)=C1C=C2C=C(N3CCCC3)CCC2CC1 (stereo not given)	-8	-10	90*
N#Cc1cccc(CN2C(=O)C3(SCCN3C(=O)c3ccco3)c3cc(F)ccc32)c1 (stereo not given)	-5	-5	18
N#CC(C(=O)CCc1ccccc1F)c1nnc2n1CCCCC2 (stereo not given)	-17	-6	19
Cn1cc(C#N)c(=O)n(CC(=O)c2ccc(N3CCCC3=O)cc2)c1=O	·	11	10

Additional records
SMILES	mcGAS inh	hcGAS inh	NPYLR7 ag
O=C(c1cnc(-c2ccccc2)[nH]1)N1[C@H]2CCNC[C@@H]1CC2	·	-5&-9	-4&3
CCCSCC(=O)Nc1c(C)c(C)nn1-c1ccc(C#N)cc1	·	-9	2
COc1ncncc1NC(=O)Cc1ccc(F)cc1	·	-12	0
Cn1c(=O)c2c(ncn2CC(=O)OCC(=O)c2ccc[nH]2)n(C)c1=O	·	7	0
CC(C)(C)c1ccc(C(O)CCCN2CCC(C(O)(c3ccccc3)c3ccccc3)CC2)cc1 (stereo not given)	-6&-5	1&-4	0&-4
CCS(=O)(=O)N1CCN(c2nc(-c3ccccc3)nc(COC)c2Cc2cc(C)ccc2C)CC1	-5	-2	6
CO[C@H]1CN(c2nc(-c3ccccc3)ccc2C(=O)O)CC[C@H]1N	·	-9	13
CN(C)CCOc1cccc(CNC(=O)c2ccc(C(C)(C)C)cc2)c1	-12	-3	8
COC(=O)Cn1c(=O)c2c(nc3n2CCCN3c2ccc(OC)cc2)n(C)c1=O	-2	-10	2
CCOC(=O)c1cc(-c2cccc(NC(=O)[C@@H]3C[C@H]3c3ccccc3)c2)n(-c2ccccc2F)n1	-6	-4	27
CCN(CC)c1onc(-c2ccc(F)cc2)c1CN(CCOC)C(=O)C1CC1	-10	-4	·
O=C(CSc1nc2ccsc2c(=O)n1-c1ccccc1)N1CCOCC1	·	-5	10
COCCCNc1nc2nonc2nc1N1CCCN(C2Cc3ccccc3C2)CC1	-6	2	4
CNC(=O)[C@@H]1[C@@H](OC)C(=O)N(C)C12CCN(C(=O)COc1ccccc1)CC2	-6	4	-1
CC(=O)N1CCN(C(=O)c2nn(-c3ccc(Cl)cc3)c(=O)n(Cc3ccccc3F)c2=O)CC1	-4	-3	18
O=C(CSc1nc(=O)n(CCN2CCOCC2)c2c1CCC2)Nc1cccc(C(F)(F)F)c1	-6	-1	12
CC(C)N1C2CCC1CN(C(=O)NCc1cc(C#N)ccc1F)CC2 (stereo not given)	·	-7	5
COc1ccc(-c2cnc3ncnn3c2N2CCCN(S(=O)(=O)c3cc(Cl)ccc3OC)CC2)cc1	-6	-3	·
CN(CC(=O)Nc1ccc(Cl)c(Cl)c1)C(=O)c1ccc(N2C(=O)CCC2=O)cc1	·	-4	0
O=C(NC1CCC(NC(=O)[C@H]2CCCN2C(=O)C(c2ccccc2)c2ccccc2)CC1)c1ccccc1 (stereo not given in full)	-7	-8	20
Cn1c(-c2cccs2)nn(CCNC(=O)/C=C/c2ccccc2)c1=O	·	3	9
CN(C)c1cc(C(=O)N2CCN(CCNC(=O)c3ccccc3F)CC2)ccn1	-16	-6	1
CSc1cccc(NC(=O)CN2C(=O)NC(C)(c3ccco3)C2=O)c1 (stereo not given)	-7	-2	8
CC(Cl)C(=O)NCC1CCN(c2nc(Cc3ccc(Cl)cc3)ns2)CC1 (stereo not given)	-5	-9	18
Cc1nc2n(n1)C(=O)C(C(c1ccc(C(C)C)cc1)N1CCC3(CC1)OCCO3)S2 (stereo not given)	·	-8	2
COc1ccc(C(=O)N2CCSC23CCN(C(=O)c2ccccc2OC)CC3)cc1	-5	-4	0
Cc1nc2nc3ccn(-n4c(C)nnc4C)c(=O)c3c(-c3ccccc3)n2n1	-5	-6	14
